D2 antag: antagonizes the human D2 dopamine receptor; P14416; HEK293 TREx D2 cells, calcium flux, dopamine EC80; inhibition, % at 10 µM; 340,000 tested, 2% active; in the data active = inhibition above about 30%; also: 0% is about no effect
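Measurement of antagonist activity uses fluorescent calcium dye in inducible HEK293 T-REx D2 cells: 10 s baseline, compound addition with 180 s read, EC80 dopamine addition with a further 180 s read.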
D2 ag: activates the human D2 dopamine receptor. P14416. HEK293 T-REx D2 cells, calcium flux agonist mode. activation, % at 2 µM. 340,000 tested, 0.53% active;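 active = activation over 3 SD above normal in the single-dose calcium agonist read, cut at about 30% in these data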; also: 0% is about no effect
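In this primary screen, compounds producing a positive calcium signal within 180 s of addition to tetracycline-induced, force-coupled HEK293 Trex D2 cells are flagged; cells are dye-loaded with a no-wash calcium kit beforehand.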
TRHR agonist: activates the human TRH receptor. TRHR cells, calcium flux fluo-8, FDSS agonist mode. activation, % at 2 µM. 360,000 tested, 0.18% active; also: 0% is about no effect
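Read-out: compound-evoked intracellular calcium rise in TRHR cells, fluo-8 dye, kinetic FDSS fluorescence at 1 s/cycle following a 10-cycle baseline. Cells cultured overnight before dye loading (30 min–1.5 h, RT).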
TRHR enhancer: TRH receptor (human) allosteric enhancement | P34981 | 360,000 tested, 0.66% active | TRHR cells, fluo-8 calcium fluorescence, EC20 TRH enhancement | enhancement, % at 2 µM; in the data active = enhancement above about 30%; also: 0% is about no effect
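TRHR-expressing cells loaded with fluo-8 calcium dye were read kinetically (ex 480/em 530) during compound addition, then stimulated with an EC20 of TRH (10 nM final). Enhancement of the Gq-mediated intracellular calcium response was scored.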
D2 potentiator: positive allosteric modulators of human D2 dopamine receptor; P14416; HEK293 T-REx D2, calcium flux, EC20 dopamine potentiation; potentiation, % at 10 µM; 340,000 tested, 0.34% active;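 active = potentiation over 3 SD above the plate norm, cut at about 30% in these data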; also: 0% is about no effect
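Primary screen. Calcium kinetics in induced HEK293 T-REx D2 cells: compound pre-addition 180 s, EC20 dopamine, 180 s more.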
D1 antagonist: human D1 dopamine receptor antagonism; activity change, negative = inhibition, % at 10 µM; HEK293 TREx D1 cells, calcium flux, dopamine EC80; active compounds read low; 360,000 tested, 3.2% active; AID 504652; in the data active = activity change below about -30%; also: % is scaled to controls: 0 for no effect and ±100 for the full control effect
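Cells carrying a force-coupled, tetracycline-inducible human D1 receptor report calcium flux. Each well gets a 10 s baseline, compound with 180 s monitoring, then an EC80 dopamine stimulus with a second 180 s kinetic read.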
D1 PAM: potentiators of human D1 dopamine receptor. HEK293 TREx D1 cells, calcium flux, dopamine EC20 potentiation. P21728. 360,000 tested, 0.036% active. AID 504651. potentiation, % at 10 µM; in the data active = potentiation above about 30%; also: 0% is about no effect
RXFP1 antagonist: RXFP1 (human) relaxin receptor antagonism | HEK293-RXFP1, relaxin-stimulated cAMP HTRF, 30 min; active compounds read low | activity change, negative = inhibition, % at 57.5 µM | 350,000 tested, 0.59% active | AID 1259400;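 active = activity change of -60% or lower, but not beyond a set lower limit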; also: % is scaled to controls: 0 for no effect and ±100 for the full control effect
Target sequence (Q9HBX9 whole entry, looked up): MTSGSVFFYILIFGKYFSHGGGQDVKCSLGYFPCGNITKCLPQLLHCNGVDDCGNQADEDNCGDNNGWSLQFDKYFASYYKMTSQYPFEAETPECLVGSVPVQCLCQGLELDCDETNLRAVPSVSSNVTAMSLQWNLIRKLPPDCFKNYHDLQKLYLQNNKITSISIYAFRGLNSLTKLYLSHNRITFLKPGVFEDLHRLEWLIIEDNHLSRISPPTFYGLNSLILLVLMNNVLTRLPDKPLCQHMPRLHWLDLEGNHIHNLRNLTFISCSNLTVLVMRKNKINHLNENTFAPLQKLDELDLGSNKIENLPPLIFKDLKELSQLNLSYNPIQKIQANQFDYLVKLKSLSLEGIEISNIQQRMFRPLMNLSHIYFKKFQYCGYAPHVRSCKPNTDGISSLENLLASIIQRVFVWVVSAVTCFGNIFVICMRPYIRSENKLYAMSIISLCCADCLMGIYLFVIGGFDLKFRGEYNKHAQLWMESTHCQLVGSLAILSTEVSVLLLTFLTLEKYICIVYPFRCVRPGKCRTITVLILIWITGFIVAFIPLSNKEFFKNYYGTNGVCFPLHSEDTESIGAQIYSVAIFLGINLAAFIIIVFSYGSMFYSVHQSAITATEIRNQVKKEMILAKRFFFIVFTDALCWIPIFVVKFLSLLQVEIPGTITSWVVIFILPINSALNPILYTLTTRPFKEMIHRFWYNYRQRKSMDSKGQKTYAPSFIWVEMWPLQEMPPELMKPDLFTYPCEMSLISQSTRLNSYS
D1 ag: agonists of human D1 dopamine receptor; 360,000 tested, 1% active; HEK293 T-REx D1 cells, calcium flux, agonist mode; AID 504660; activation, % at 2 µM; also: 0% is about no effect
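Agonism was scored from calcium flux recorded over 180 s (1 read/s) after pintool compound addition, following a 10-cycle baseline. Cells were inducible force-coupled HEK293 TREx D1, plated overnight at 30 C and loaded with no-wash calcium dye.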
The depositor's hits bear a star. Rule as the data show it, unless noted: active = activation above about 30%; inactive = the rest.

CCOC(=O)c1c(C)[nH]c(C)c1C(=O)CSc1nc2ccccc2c(=O)n1-c1ccc(F)cc1 was read as D2 antag -8, D2 ag 0.7, TRHR agonist 0.1, TRHR enhancer -3, D2 potentiator 5, D1 PAM -4, RXFP1 antagonist 14 and D1 ag 0.
O=C(O)/C=C\C(=O)Nc1ccccc1C(=O)NC1CCCCC1 was read as D2 antag 2, D2 ag 0.2, TRHR agonist 1.8, TRHR enhancer -3, D2 potentiator 6, D1 antagonist -2, D1 PAM -3, RXFP1 antagonist -9 and D1 ag -1.
For CCc1ccccc1Nc1nn2c(=O)c3ccc(C(=O)NC(C)c4ccccc4)cc3nc2s1 (stereo not drawn) the results were D2 ag 0.6, TRHR agonist 0.7, TRHR enhancer -4, D2 potentiator -2, D1 antagonist 6, D1 PAM -2 and D1 ag 0.
For CC(=O)NCCOC(=O)Nc1cccnc1 the results were D2 antag 1, D2 ag 1.2, TRHR agonist 0.3, TRHR enhancer 11, D2 potentiator -2, D1 antagonist 1, D1 PAM -3, RXFP1 antagonist 0 and D1 ag 2.
Cc1ccc(S(=O)(=O)CCC(=O)OCC(=O)N2c3ccccc3NC(=O)C2(C)C)cc1 was read as D2 antag 90*, D2 ag 0.0, TRHR agonist -0.2, TRHR enhancer -21, D2 potentiator 6, D1 antagonist -14, D1 PAM -11, RXFP1 antagonist 2 and D1 ag -1.
CCCCC12CN3CCN(CC(C3)/C1=N\NC(=O)c1ccccc1N)C2 was read as D2 antag -4, D2 ag 0.8, TRHR agonist 1.5, TRHR enhancer -2, D2 potentiator 1, D1 antagonist 6, D1 PAM -7, RXFP1 antagonist 1 and D1 ag 9.
For Cc1ccc(S(=O)(=O)N(CC(=O)O)Cc2ccco2)cc1 the results were D2 antag -11, D2 ag 1.3, TRHR agonist 0.6, TRHR enhancer -4, D2 potentiator 2, D1 antagonist 6, D1 PAM 26, RXFP1 antagonist 6 and D1 ag 2.
Screening CC(=O)N1c2ccc(Cl)cc2C2C=CCC2C1c1cccc2ccccc12 (stereo not drawn) returned D2 antag -23, D2 ag 4.3, TRHR agonist -1.0, TRHR enhancer 3, D2 potentiator -6, D1 antagonist 2, D1 PAM -3, RXFP1 antagonist -12 and D1 ag 12.
CCOC(=O)c1cnc(SCC(=O)N2CCc3ccccc32)nc1N was read as D2 antag -17, D2 ag -1.1, TRHR agonist -0.2, TRHR enhancer 17, D2 potentiator 5, D1 antagonist 4, D1 PAM -2, RXFP1 antagonist 3 and D1 ag -1.
Screening CCOC(=O)C1=CC[C@H]2c3c(c4ccccc4n3C)C(=O)C1N2C(=O)OC(C)(C)C returned D2 antag -7, D2 ag 0.1, TRHR agonist 0.2, TRHR enhancer -4, D2 potentiator 12, D1 antagonist 12, D1 PAM -2 and D1 ag 1.

Overlap with the part before: 3 entries; new compounds follow.
Screening CC(=O)N1c2ccc(Cl)cc2C2C=CCC2C1c1cccc2ccccc12 (stereo not drawn) returned D2 antag -23, D2 ag 4.3, TRHR agonist -1.0, TRHR enhancer 3, D2 potentiator -6, D1 antagonist 2, D1 PAM -3, RXFP1 antagonist -12 and D1 ag 12.
CCOC(=O)c1cnc(SCC(=O)N2CCc3ccccc32)nc1N was read as D2 antag -17, D2 ag -1.1, TRHR agonist -0.2, TRHR enhancer 17, D2 potentiator 5, D1 antagonist 4, D1 PAM -2, RXFP1 antagonist 3 and D1 ag -1.
Screening CCOC(=O)C1=CC[C@H]2c3c(c4ccccc4n3C)C(=O)C1N2C(=O)OC(C)(C)C returned D2 antag -7, D2 ag 0.1, TRHR agonist 0.2, TRHR enhancer -4, D2 potentiator 12, D1 antagonist 12, D1 PAM -2 and D1 ag 1.
Screening CCOC(=O)c1cccc(NC(=O)c2cc3c(=O)n(Cc4ccccc4)ccc3nc2C)c1 returned D2 ag 1.1, TRHR agonist 0.6, TRHR enhancer 6, D2 potentiator -9, D1 antagonist 21, D1 PAM 0 and D1 ag 4.
For CCC(C(=O)Nc1cc(-c2nc3cccnc3s2)ccc1C)c1ccccc1 (stereo not drawn) the results were D2 ag -0.3, TRHR agonist 0.5, TRHR enhancer 8, D2 potentiator -1, D1 antagonist 35, D1 PAM 3, RXFP1 antagonist -28 and D1 ag 0.
For N#C/C(=C/c1ccc(Sc2nc3ccccc3[nH]2)o1)c1ccccc1F the results were D2 antag 15, D2 ag 0.1, TRHR agonist -0.8, TRHR enhancer -9, D2 potentiator -9, D1 antagonist -26, D1 PAM 1, RXFP1 antagonist -10 and D1 ag 39*.
CCOC(=O)c1c(C)sc(-c2c(-c3ccc(OC)c(F)c3)[nH]c3c2c(=O)[nH]c(=O)n3C)c1O was read as D2 ag -2.1, TRHR agonist 11, TRHR enhancer 11, D2 potentiator 16, D1 antagonist 6, D1 PAM 1, RXFP1 antagonist -28 and D1 ag 21.
`O=C(CN1C(=O)COc2ccc(Cl)cc21)Nc1ccc(N2CCOCC2)cc1` gave D2 antag 6, D2 ag 0.4, TRHR agonist 0.4, TRHR enhancer -9, D2 potentiator -2, D1 antagonist -9, D1 PAM 8, RXFP1 antagonist -16 and D1 ag 4.
COc1ccc(NC(=O)c2ccco2)cc1NC(=O)c1c(F)c(F)c(OC)c(F)c1F was read as D2 antag 8, D2 ag -1.4, TRHR agonist 0.5, TRHR enhancer -5, D2 potentiator -7, D1 antagonist 10, D1 PAM -1, RXFP1 antagonist -9 and D1 ag -1.
Screening COc1cc2cc(CCOC(=O)N3CCCCC3)oc(=O)c2cc1OC returned D2 antag 10, D2 ag 0.5, TRHR agonist -0.1, TRHR enhancer 5, D2 potentiator 16, D1 PAM 3 and D1 ag -1.
For CCOc1ccc(/C=N/NC(=O)CN2CCCCCCC2)cc1 the results were D2 antag -19, D2 ag 0.1, TRHR agonist 0.0, TRHR enhancer 8, D2 potentiator 1, D1 antagonist 3, D1 PAM -4, RXFP1 antagonist -3 and D1 ag 1.
`CCC(C)[C@H]1COCCS(=O)(=O)N1Cc1ccc(Br)cc1` (stereo partly drawn) gave D2 antag 1, D2 ag 0.0, TRHR agonist 0.0, TRHR enhancer -2, D2 potentiator -8, D1 antagonist -17, D1 PAM -1 and D1 ag 2.
`Cc1nc(CS(=O)c2ccc(Cl)cc2)cc(N2CCOCC2)n1` (stereo not drawn) gave D2 antag -7, D2 ag -0.2, TRHR agonist -0.2, TRHR enhancer -2, D2 potentiator -1, D1 antagonist 1, D1 PAM -4, RXFP1 antagonist 7 and D1 ag 0.
`Cc1ccc(CSCC(=O)N2CCN(c3cc(Cl)ccc3C)CC2)cc1` gave D2 ag 0.5, TRHR agonist 0.5, TRHR enhancer -1, D2 potentiator -2, D1 antagonist 12, D1 PAM 2, RXFP1 antagonist -8 and D1 ag 7.
CC12CCC(=O)N1C(C(=O)Nc1cc(Cl)ccc1N1CCCC1)CS2 (stereo not drawn) was read as D2 antag -34, D2 ag -0.4, TRHR agonist 0.2, TRHR enhancer 1, D2 potentiator 2, D1 antagonist 2, RXFP1 antagonist 4 and D1 ag 0.
N/C(=N\OC(=O)CCCCCN1C(=O)c2ccccc2C1=O)c1ccccc1 was read as D2 antag 16, D2 ag -0.1, TRHR agonist 0.6, TRHR enhancer 0, D2 potentiator -6, D1 antagonist -10, D1 PAM -2, RXFP1 antagonist -12 and D1 ag 15.
Screening Cc1noc(C)c1CSc1nnc2ccc3ccccc3n12 returned D2 antag -1, D2 ag 0.3, TRHR agonist 0.0, TRHR enhancer 15, D2 potentiator 2, D1 antagonist -7, D1 PAM 0, RXFP1 antagonist 7 and D1 ag 2.
`COC(=O)CCC(C)N1CCC(Oc2ccc(C(=O)NCc3ccccn3)cc2)CC1` (stereo not drawn) gave D2 antag -12, D2 ag 0.6, TRHR agonist 0.5, TRHR enhancer 12, D2 potentiator 20, D1 antagonist 6, D1 PAM -1, RXFP1 antagonist 9 and D1 ag 1.
Screening COc1cccc(N2CCN(C(=O)c3cccc(NC(=O)c4nsc5ccccc45)c3)CC2)c1 returned D2 ag -1.5, TRHR agonist 0.1, TRHR enhancer -3, D2 potentiator 9, D1 antagonist 0, D1 PAM 4, RXFP1 antagonist -24 and D1 ag 2.
CC(C)CCN1NC2(CCC(C)CC2)NC1=S (stereo not drawn) was read as D2 antag -10, D2 ag -1.4, TRHR agonist 0.7, TRHR enhancer -6, D2 potentiator 6, D1 antagonist -19, D1 PAM 1, RXFP1 antagonist -9 and D1 ag 11.
Cc1nn(-c2ccccc2)c(C)c1NC(=O)COC(=O)c1cc(Br)ccc1O was read as D2 antag -17, D2 ag 0.6, TRHR agonist -0.4, TRHR enhancer 0, D2 potentiator 0, D1 antagonist -13, D1 PAM -3, RXFP1 antagonist 4 and D1 ag -1.
`CCCC#Cc1ccc2c(c1)COc1c3ccccc3nn1-2` gave D2 antag -7, D2 ag -1.3, TRHR agonist -0.5, TRHR enhancer 5, D2 potentiator 20, D1 antagonist -1, D1 PAM -3 and D1 ag 0.
For Clc1ccc(OCCCCCN2CCOCC2)cc1 the results were D2 antag 9, D2 ag 0.7, TRHR agonist 0.5, TRHR enhancer 0, D2 potentiator -22, D1 antagonist 4, D1 PAM -6, RXFP1 antagonist -4 and D1 ag 6.
Screening CN1C2CCC1/C(=C\c1ccccc1F)C(=O)/C2=C/c1ccccc1F returned TRHR agonist 0.0, TRHR enhancer 4, D2 potentiator 16, D1 antagonist -5, D1 PAM -2, RXFP1 antagonist -21 and D1 ag 1.
For CCOC(=O)N1CCN(C(=O)c2cc3c(s2)-c2ccccc2OC3)CC1 the results were D2 antag -17, D2 ag -0.1, TRHR agonist 0.4, TRHR enhancer -7, D2 potentiator -9, D1 antagonist 22, D1 PAM -8 and D1 ag 4.
Screening Cc1nc(-c2ccccn2)nc(SCC(=O)c2ccc(F)cc2)c1Cl returned D2 antag -10, D2 ag -1.1, TRHR agonist -0.6, TRHR enhancer 1, D2 potentiator -2, D1 antagonist -13, D1 PAM -1 and D1 ag 1.
CCCN1CCN(CCNC(=O)Nc2ccccc2Cl)CC1 was read as D2 antag 4, D2 ag -0.6, TRHR agonist 0.6, TRHR enhancer -2, D2 potentiator 5, D1 antagonist 1, D1 PAM -3, RXFP1 antagonist -10 and D1 ag 2.
Screening C/C(CC(=O)Nc1cccnc1)=N\NC(=O)C(=O)Nc1cccc(C)c1 returned D2 antag -1, D2 ag -0.2, TRHR agonist -0.3, TRHR enhancer -8, D2 potentiator -8, D1 antagonist -18, D1 PAM -7, RXFP1 antagonist 1 and D1 ag 8.
`CC1(C)O[C@H]2[C@@H](O1)[C@@H](C(=O)Nc1ccc(F)c(F)c1)O[C@@H]1OC(C)(C)O[C@@H]12` gave D2 ag 0.3, TRHR agonist 0.8, TRHR enhancer 6, D1 antagonist -1, D1 PAM -2, RXFP1 antagonist -8 and D1 ag -2.
Screening C/C(CC(=O)Nc1ccc(N(C)C)cc1)=N\NC(=O)c1ccccn1 returned D2 antag 4, D2 ag -0.9, TRHR agonist 0.6, TRHR enhancer 2, D2 potentiator 9, D1 antagonist -4, D1 PAM -7, RXFP1 antagonist 2 and D1 ag 1.
`Clc1ccc2nc(SCc3nnc(-c4ccccc4)o3)[nH]c2c1` gave D2 antag -7, D2 ag -1.1, TRHR agonist -0.7, TRHR enhancer -3, D2 potentiator -1, D1 antagonist -17, D1 PAM -7, RXFP1 antagonist -17 and D1 ag 3.
